Screens: PubChem, several laboratories
Shn3 inh set2: Schnurri-3 reporter inhibition in Clone20 osteoblasts. actives 0.52% (n = 360,000). inhibition, % at 12.5 µM. Clone20 osteoblast Shn3 3'UTR firefly luciferase, 24 h;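 active means mean inhibition of at least 75% with every replicate also reaching 75%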;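 further: 0% = median of neutral control wells and 100% = pilot-screen positive control compound; some compounds past the cut are filed as inactive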
TROY NFkB inh: inhibitors of TROY-dependent NF-kB signaling; actives 0.98% (n = 360,000); inhibition, % at 10 µM; Q293 LMP1-TROYcd NF-kB luciferase reporter, 4 h; AID 1347056;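 active means compounds whose plate-normalised and pattern-corrected inhibition of the luciferase reporter signal at the single screening dose is 50% or more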
Peg3 prom inh: Peg3 promoter activity inhibition. HeLa PEG-Prom luciferase reporter, luminescence, overnight. inhibition, % at 20 µM. actives 1.7% (n = 360,000). AID 588405;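 active means inhibition of at least 50% at 20 µM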
CF NFkB block: inhibitors of cystic fibrosis induced NF-kB | KKLEB NF-kB-GFP reporter, PAF-induced, GFP fluorescence overnight | inhibition, % at 5 µM | actives 0.86% (n = 360,000);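 active means at least 50% inhibition at 5 µM, scaled per plate between neutral and stimulator controls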;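 further: PAF is a Pseudomonas aeruginosa culture filtrate used as stimulus; plate controls were PAF-stimulated DMSO wells for no effect and unstimulated DMSO wells for full effect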
NR2E3 ag-1: agonists of human NR2E3 nuclear receptor; actives 0.35% (n = 360,000); CHO-S Gal4-NCOR/VP16-NR2E3 two-hybrid, luciferase; inhibition of corepressor binding, % at 3.98 µM; AID 602229; Q9Y5X4;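 active means inhibition above the mean of all tested compounds plus 3 SD, cut at about 70% in these data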;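 further: 0% = DMSO with NR2E3 transfected cells and 100% = cells lacking NR2E3 construct; higher means lower luciferase signal from less NR2E3 corepressor binding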
Target sequence (Q9Y5X4 whole entry, looked up, the tested form may be a part): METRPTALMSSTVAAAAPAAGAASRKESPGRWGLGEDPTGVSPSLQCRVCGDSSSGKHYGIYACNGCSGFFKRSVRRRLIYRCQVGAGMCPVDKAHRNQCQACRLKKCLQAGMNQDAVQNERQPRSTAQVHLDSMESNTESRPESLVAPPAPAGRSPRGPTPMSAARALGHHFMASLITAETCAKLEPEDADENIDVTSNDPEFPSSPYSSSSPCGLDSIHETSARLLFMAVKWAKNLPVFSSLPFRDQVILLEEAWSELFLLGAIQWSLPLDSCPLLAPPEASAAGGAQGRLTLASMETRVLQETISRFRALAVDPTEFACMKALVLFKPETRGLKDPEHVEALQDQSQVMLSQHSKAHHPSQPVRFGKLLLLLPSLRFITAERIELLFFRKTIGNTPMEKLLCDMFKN
TRPM1 prom inh: reduces MITF-dependent TRPM1 promoter luciferase signal. SK-MEL-5 TRPM1 promoter luciferase, 24 h. inhibition, % at 12.5 µM. actives 0.83% (n = 330,000);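 active means mean inhibition across replicates of 60% or more, whatever share of single replicates reaches that level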; further: values of inactives mirror those of a sister screen read the other way
TWEAK Fn14 block: inhibitors of TWEAK-Fn14 interaction signaling. actives 2% (n = 360,000). TWEAK-stimulated Fn14 reporter cells, luciferase luminescence, 8 h. inhibition, % at 10 µM. AID 1159606; in the data active means inhibition above about 50%
KKLEB cytotox: reduces viability of KKLEB cystic fibrosis airway cells; AID 602141; KKLEB CF airway cells viability, ATPlite luminescence, overnight; active compounds read low; cells stimulated with P. aeruginosa culture filtrate; actives 0.36% (n = 360,000); activity change (cytotoxicity), % at 5 µM;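 active means corrected activity change at or below -50% at 5 µM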
NR2E3 ag-2: NR2E3 (human) agonism | AID 2300 | GST-NR2E3/biotin-RetCOR TR-FRET, 1536-well | Q9Y5X4 | inhibition of corepressor binding, % at 4.78 µM | actives 0.12% (n = 320,000);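 active means percent inhibition above the cutoff of mean plus 3 SD of all tested compounds, set per screening campaign, cut at about 20% in these data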;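 further: 0% = DMSO wells and 100% = biotin wells as full block of FRET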
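Material: NR2E3–RetCOR corepressor complex / Amount: 1.35 nM GST-NR2E3 / Medium: Tris pH 7.5 / Compound: single nominal compound dose of 4.8 µM / Incubation: 5 h at 4 °C / Technique: TR-FRET, Eu(K)-anti-GST donor, streptavidin-D2 acceptor, ex 340, em 617/671 nm / Read-out basis: percent loss of FRET ratio relative to control wells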
TRAIL sens C8: sensitizes caspase-8 expressing cells to TRAIL | NB7+C8 cells + TRAIL, ATPlite viability luminescence | inhibition (viability loss, TRAIL sensitization), % at 10 µM | actives 1% (n = 360,000);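 active means compounds causing at least 50% loss of cell viability in the single-dose screen, relative to plate controls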
HIF-2a block: inhibitors of HIF-2a | actives 0.72% (n = 360,000) | 786-0 RCC cells HIF-2a reporter, luciferase luminescence, overnight | AID 624352 | inhibition, % at 18.8 µM;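 active means inhibition of the luminescence signal of 40% or more relative to plate controls, in a single-dose primary screen at 18.75 µM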
* marks the source's active call; other numbers are inactive results; . = no result given.

item | mol | Shn3 inh set2 | TROY NFkB inh | Peg3 prom inh | CF NFkB block | NR2E3 ag-1 | TRPM1 prom inh | TWEAK Fn14 block | KKLEB cytotox | NR2E3 ag-2 | TRAIL sens C8 | HIF-2a block
1 | O=C(CN1CCCCC1)N/N=C/c1cccc(Cl)c1 | 12 | -2 | -8 | -10 | 6 | -4 | -9 | 2 | 1 | 14 | 4
2 | COc1ccc2nc3ccccc3[n+]([O-])c2c1 | -66 | -61 | -258 | -53 | -62 | -27 | -21 | -17 | . | 2 | -273
3 | CCCCC1S/C(=N/N=C/c2cccs2)NC1=O (stereo not drawn) | -4 | -22 | -1 | -11 | 7 | 7 | -35 | 7 | 1 | 7 | -10
4 | Cc1csc(N(C(=O)c2cccc(S(=O)(=O)N3CCCC3)c2)c2ccccc2)n1 | 26 | 5 | 17 | 17 | -1 | 7 | 16 | -5 | 2 | 10 | 4
5 | COC(=O)c1ccc(CNC(=O)CNC(=O)c2sc3ccccc3c2Cl)cc1 | -8 | 1 | 20 | -1 | 16 | -5 | -8 | -10 | -5 | 0 | -8
6 | COc1ccc(NC(=O)CSC2=C(C#N)C(c3ccco3)C3=C(CCCC3=O)N2)c(OC)c1 (stereo not drawn) | 5 | -8 | 11 | -4 | -8 | -7 | 17 | -1 | 1 | 3 | 15
7 | COc1ccc(C(=O)COc2ccccc2C(N)=O)cc1 | -19 | -11 | -50 | 4 | -11 | -25 | -5 | -4 | 1 | 6 | -61
8 | Cc1ccc(NC(=O)CCNS(=O)(=O)c2ccc3c(c2)oc(=O)n3C)cc1C | -1 | -20 | 35 | 12 | -6 | 4 | 14 | 1 | 3 | -2 | -7
9 | C[C@H](NC(=O)c1ccco1)C(=O)NNC(=O)COc1cccc(C(F)(F)F)c1 | 4 | -8 | -3 | 15 | -8 | 5 | -2 | 3 | . | 16 | -1
10 | Cc1ccc(S(=O)(=O)CC(=O)NC(C)c2ccccc2)cc1 (stereo not drawn) | -16 | -3 | 0 | -9 | 11 | 7 | 13 | 0 | 2 | 7 | 2
11 | COc1ccc(OC)c(NC(=O)c2cc3sccc3n2C)c1 | -6 | -41 | -28 | -4 | -48 | -4 | -11 | 12 | -2 | 13 | -44
12 | CC(C)Sc1nsc2nc(=O)c(/C=C3\C=Nc4ccccc43)c(N)n12 | 1 | 31 | -11 | -39 | -25 | -2 | -1 | 8 | 1 | -29 | -54
13 | CCOc1cccc(-c2c(C(=O)N/N=C/c3ccco3)nnn2-c2nonc2N)c1 | 9 | -22 | 7 | -3 | 14 | -11 | 9 | 6 | -1 | 9 | 12
14 | NC(=S)NN=C1CCCC(C(F)(F)F)C1 (stereo not drawn) | -13 | -6 | -8 | -2 | -23 | 9 | 4 | 4 | . | 11 | 2
15 | O=c1[nH]c2cc3c(cc2cc1CN(Cc1cccnc1)C(=S)NCc1ccco1)OCCO3 | 20 | -17 | 21 | 6 | 11 | -6 | -16 | -4 | 0 | -3 | -5
16 | COc1cccc(/C=N/NC(=O)c2cccc([N+](=O)[O-])c2)c1OS(=O)(=O)c1ccc(C)cc1 | 37 | 30 | 21 | 0 | -6 | 7 | 40 | -1 | 2 | -1 | 11
17 | CCCCNC(=O)/C(=C/c1ccccc1)NC(C)=O | 19 | 1 | 2 | -17 | 2 | 0 | 7 | 6 | -3 | -8 | 8
18 | CCc1ccc2nc(SCC(=O)N3CC(=O)Nc4ccccc43)c(C#N)cc2c1 | 9 | 18 | -49 | 5 | -21 | 8 | 23 | -1 | 3 | 1 | -32
19 | NS(=O)(=O)c1ccc(CNS(=O)(=O)Cc2ccc(Cl)cc2)cc1 | -7 | -4 | 4 | 2 | -34 | 9 | 8 | 7 | -2 | -2 | 15
20 | O=C(NCc1ccc(Cl)cc1)C(=O)Nc1nccs1 | -5 | -10 | 10 | -10 | -18 | -5 | -8 | 13 | 1 | 7 | 0
21 | Fc1cccc(Cl)c1CSc1nnc(CNc2ccccc2)o1 | -16 | -37 | -37 | -5 | -49 | -30 | -5 | 1 | 2 | -3 | -106
22 | CCOC(=O)Cc1nn(C(C)C)c(=O)c2ccccc12 | -4 | 5 | 8 | -10 | 5 | 7 | -6 | -3 | 4 | -1 | 8
23 | O=C(OCc1cn([C@H]2C[C@H](c3ccccc3)N(C(=O)c3cccs3)C[C@@H]2O)nn1)c1ccccc1 | 0 | -9 | 14 | -8 | 17 | . | -1 | 0 | . | 14 | -2
24 | COC(=O)c1cn(NC(=O)c2cnccn2)c(=O)c2ccccc12 | 19 | 3 | 21 | 10 | -8 | 19 | 0 | -8 | 0 | 8 | 11
25 | CCOC(=O)CC(=O)COc1nc2cc3c(nc2o1)CCCC3 | -80 | -47 | -65 | -7 | -53 | -35 | -14 | 6 | -2 | 5 | -162
26 | CC1(C(=O)NCCC#N)CCN1C(=O)Cc1ccc(-c2ccccc2)cc1 (stereo not drawn) | 11 | -5 | 15 | -15 | -2 | . | 10 | -3 | . | -4 | 1
27 | CCOC(=O)c1cnc2cc(-c3ccc(Br)cc3)nn2c1C | 7 | -40 | -146 | -4 | -35 | -53 | -30 | -2 | 2 | -7 | -150
28 | O=C(CSc1nc2ncc(Cl)cc2[nH]1)N(Cc1ccccc1)C1CCS(=O)(=O)C1 (stereo not drawn) | 21 | -12 | -5 | -3 | 6 | -4 | 4 | -10 | 2 | -20 | 9
29 | CC1c2[nH]c3ccccc3c2C[C@H]2C(=O)N(CCO)CC(=O)N12 (stereo partly drawn) | 9 | 9 | -4 | 6 | -15 | -11 | 4 | 1 | -3 | 0 | 7
30 | O=C(COC(=O)c1n[nH]c2ccccc12)Nc1cccc(S(=O)(=O)N2CCOCC2)c1 | 0 | 8 | 10 | -5 | -10 | -5 | 1 | 0 | . | -7 | 7
31 | CCc1cc(=O)oc2cc(C)cc(OC(C)C(=O)NCCCn3ccnc3)c12 (stereo not drawn) | 13 | -11 | 16 | 2 | 4 | -6 | -1 | -1 | -3 | 8 | 3
32 | Cc1cccnc1CN1CCN(C(=O)c2cc(COc3ccc4ncccc4c3)on2)CC1 | 88* | 30 | -4 | 3 | 78* | 9 | 28 | 8 | -6 | 21 | 11
33 | Cc1ccc(NC(=O)CSc2nnc(N)s2)cc1S(=O)(=O)N1CCOCC1 | -28 | -2 | -14 | -10 | 35 | 9 | -8 | 3 | 1 | 15 | 9
34 | CCNc1oc(/C=C/c2ccc(OCC)cc2)nc1C#N | -15 | -21 | -5 | -1 | -57 | -25 | 8 | -3 | 4 | -14 | -52
35 | [O-][n+]1c(/C=C/c2ccccc2)ccc2ccccc21 | -46 | -43 | -205 | 8 | -133 | -25 | 66* | -6 | . | 12 | -280
36 | O=C(COC(=O)c1ccc(S(=O)(=O)N2CCCCCC2)cc1)NCc1ccc(F)cc1 | -17 | 2 | 5 | -10 | 10 | 3 | -29 | -10 | . | -14 | 3
37 | CC(C)(C)OC(=O)CNC(=O)c1nc[nH]c1C(=O)N1CCN(c2ccccc2)CC1 | -13 | -13 | -5 | 0 | -4 | -4 | 9 | 8 | 3 | -1 | 2
38 | O=C(Cn1nc(C(F)F)cc1C1CC1)NCCC1=CCCCC1 | 0 | -5 | 14 | 10 | -1 | 0 | -10 | 8 | -1 | -5 | -3
39 | CCCCn1nnnc1C(c1cc2ccccc2o1)N1CCN(C/C=C/c2ccccc2)CC1 (stereo not drawn) | 13 | 13 | -20 | 18 | 1 | . | -2 | -24 | . | 13 | -14
40 | COc1ccc(C)cc1NC(=O)C1CCN(S(C)(=O)=O)CC1 | -15 | 18 | 11 | -5 | -2 | 2 | -1 | -2 | 2 | 13 | 6
41 | COC(=O)c1cc(C(=O)Nc2cc(C)on2)cc([N+](=O)[O-])c1 | 2 | 9 | 16 | -9 | -18 | 4 | -40 | 5 | 1 | 4 | 13
42 | COc1ccc2c(C)cc(SCC(=O)Nc3nsc(-c4ccc(C)cc4)n3)nc2c1 | 10 | -7 | -23 | 17 | -20 | -2 | -6 | -5 | -3 | 6 | -62
43 | Cc1ccc(OCCC(=O)OC(C)C(=O)Nc2ccc(Cl)cn2)cc1 (stereo not drawn) | -14 | -4 | 1 | 17 | 15 | -8 | 8 | 13 | -2 | 0 | -4
44 | CCc1ccc(CN(C)CC(O)COc2cccc3ccccc23)cc1 (stereo not drawn) | 15 | -26 | 23 | 34 | -39 | -1 | -13 | -18 | -1 | 13 | 9
45 | COc1ccc(Nc2cc3n(c(=O)n2)CCc2cc(OC)c(OC)cc2-3)c(C)c1 | 30 | 4 | 9 | 38 | -34 | -21 | -19 | -16 | -1 | -10 | 14
46 | O=c1cc(-c2ccccc2)[nH]n1-c1ccccc1 | -2 | 53* | 12 | 58* | -21 | 4 | 1 | -4 | . | 2 | -23
47 | CCOc1ccc(/C=N/n2cc(-c3ccccc3)[nH]c2=S)cc1 | -14 | 49 | -118 | 2 | -33 | -1 | -11 | 12 | 1 | 8 | -218
48 | CCOc1ccc(NC(=O)c2cccc(OC(=S)N3CCOCC3)c2)cc1 | -3 | -16 | -12 | -22 | 10 | -8 | 6 | 6 | 3 | -6 | -3
49 | NC(=O)c1ccc(SCC(=O)OCC(=O)N2CCN(C(=O)c3ccco3)CC2)c([N+](=O)[O-])c1 | -3 | -7 | 17 | -13 | -9 | 1 | -2 | 6 | 0 | 0 | 11
50 | Cc1c(C(=O)O)sc2nc(CSc3ncc(C(F)(F)F)cc3Cl)[nH]c(=O)c12 | 7 | -16 | 9 | 0 | -2 | -1 | -33 | 3 | 0 | -2 | 28

More results follow.
item | mol | Shn3 inh set2 | TROY NFkB inh | Peg3 prom inh | CF NFkB block | NR2E3 ag-1 | TRPM1 prom inh | TWEAK Fn14 block | KKLEB cytotox | NR2E3 ag-2 | TRAIL sens C8 | HIF-2a block
51 | O=C(Nc1cccnc1)Nc1ccccn1 | 7 | -20 | -10 | -2 | 13 | -1 | -10 | 6 | -1 | 7 | -33
52 | O=C(NC1CCCCC1)c1cccnc1Sc1ccccc1Cl | -25 | -11 | 0 | 24 | -14 | 2 | -11 | -8 | -2 | -7 | 14
53 | O=C(NCCc1ccccn1)C1CCCN(S(=O)(=O)Cc2ccccc2)C1 (stereo not drawn) | -9 | 1 | 3 | 5 | -30 | -5 | -13 | -3 | 1 | -12 | 6
54 | CCOC(=O)Cc1nnc(NC(=O)CSc2ccccc2)s1 | 12 | -15 | 8 | 8 | -13 | 7 | -17 | -2 | 1 | 9 | 7
55 | Cc1cc(C)n(-c2cc(C)c(C)cc2Br)n1 | 9 | 14 | 2 | 4 | 3 | -6 | 0 | 0 | 1 | -11 | 4
56 | COc1ccc(-n2nc(C(=O)NCC(=O)Nc3cc(OC)ccc3OC)c3ccccc3c2=O)cc1 | 17 | -23 | 25 | 2 | -13 | -2 | -4 | 0 | 1 | 18 | 17

Not all compounds are listed; count on the stated rates, not on these rows.
